# Compound activity: PubChem BioAssay, several laboratories
# LYP phosphatase: PTPN22 lymphoid phosphatase activity blockers – biochemical, fluorescence intensity, uHTS (AID 1779) | 290,000 tested, 0.054% active | recombinant LYP phosphatase, fluorescence intensity; higher % means a stronger effect | one-dose inhibition, % at 11.5 µM; IC50 in µM for titrated hits;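 also: plate controls were vehicle with enzyme for no effect and no enzyme for full effect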
# NOD1 inhibition: inhibition of NOD1-driven NF-kB reporter – cell-based, luminescence, uHTS, primary screen (AID 1578); NOD1-driven NF-kB luciferase reporter cells, luminescence; higher % means a stronger effect; inhibition, % at 4 µM, or EC50 in µM where a hit was titrated; 290,000 tested, 1% active; in the data active = inhibition mostly above about 36%, no sharp cut-off; inactive = mostly below about 34%;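 also: HEK-293T reporter cells stimulated with the NOD1 agonist gamma-tri-DAP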
# KOR beta-arrestin-1: KOR antagonists, beta-arrestin recruitment, cell-based, luminescence, uHTS (AID 1778) | KOR beta-arrestin recruitment, luminescence, antagonist mode; higher % means a stronger effect | one-dose inhibition, % at 10 µM; IC50 in µM for titrated hits | 290,000 tested, 0.091% active; also: strong numbers were not always called active
# KOR beta-arrestin-2: KOR agonists, beta-arrestin recruitment, primary screen, cell-based, luminescence, uHTS (AID 1777); activation, % at 10 µM; hits with a dose series show EC50 in µM; 280,000 tested, 0.02% active; KOR beta-arrestin recruitment, luminescence; higher % means a stronger effect; in the data active = activation above about 50%, passing the limit was not always enough; also: a part of the inactive calls stands beside numbers as strong as those of hits
# HIV peptide binding: cell-free HIV fusion peptide-binding blockers – biochemical, uHTS, fluorescence dequenching, primary screen (AID 1986); cell-free peptide binding, fluorescence dequenching, 30 min; higher % means a stronger effect; 290,000 tested, 0.3% active; one-dose inhibition, % at 20 µM; IC50 in µM for titrated hits; in the data active = inhibition mostly above about 52%, no sharp cut-off; inactive = mostly below about 76%; also: some results filed as inactive read as strong as hits
# PhoP inhibition: inhibitors of PhoP regulon expression, primary screen, Salmonella Typhimurium, GFP reporter (AID 1863). S. Typhimurium PhoP-regulated promoter GFP reporter, 4 h; higher % means a stronger effect. inhibition, % at 50 µM, or IC50 in µM where a hit was titrated. 300,000 tested, 0.16% active;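 active = inhibition over 29.93%, a cutoff 3 SD above the screen mean, later confirmed by dose response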;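 also: 0% = low Mg2+ inducing control and 100% = high Mg2+ repressing control; strong numbers were not always called active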
# HEK293 NOD2/NF-kB: inhibition of NOD2-driven NF-kB reporter – cell-based, luminescence, uHTS, HEK293 (AID 1566); HEK293 NOD2/NF-kB luciferase reporter, luminescence; higher % means a stronger effect; inhibition, % at 4 µM; hits with a dose series show EC50 in µM; 290,000 tested, 0.63% active; also: many of its hits are not listed in these tables
# Myeloid diff MLP: myeloid differentiation induction; ER-HoxA9 myeloid progenitors, lysozyme-GFP differentiation, flow cytometry; calls only at 10 µM; 360,000 tested, 1% active; AID 624256;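 active = normalized GFP-positive differentiation at or above the plate's own cutoff, the solvent-only control mean plus 3 SD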;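 also: cells exposed to compound for four days before flow analysis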
# SIAH1 antagonists: Siah-1 peptide-binding antagonists, primary screen, biochemical, fluorescence polarization, rhodamine-plectin, uHTS (AID 1817). 290,000 tested, 0.02% active. one-dose displacement, % at 20 µM; IC50 in µM for titrated hits. Siah-1 / rhodamine-plectin peptide fluorescence polarization; higher % means a stronger effect;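 active = displacement of at least 50% at 20 µM, with a fluorescence ratio check between 0.3 and a set limit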;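 also: plate controls were Siah plus tracer with DMSO for no effect and tracer alone without Siah for full effect; strong numbers were not always called active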
# Myeloid diff MLP GFP+ MAC1+ %: second read-out of Myeloid diff MLP, no call of its own (marks repeat the call); GFP+ MAC1+ double positive, %; measured here: differentiation confirmed by MAC1 staining
# * marks the source's active call; other numbers are inactive results; i = inactive; . = not tested or not shown; + = active, no number; [ ] = another dose, or the depositor's remark. Rule as the data show it, unless noted: active = inhibition above about 50%; inactive = the rest.
SMILES,LYP phosphatase,NOD1 inhibition,KOR beta-arrestin-1,KOR beta-arrestin-2,HIV peptide binding,PhoP inhibition,HEK293 NOD2/NF-kB,Myeloid diff MLP,Myeloid diff MLP GFP+ MAC1+ %,SIAH1 antagonists
CCOC(=O)c1csc(NC(=O)c2ccc(S(=O)(=O)N(C)C)cc2)n1,-6%,7%,-10%,-5.7%,-3.6%,-4%,15%,i,1.3,-3%
S=C(NCCc1c[nH]c2ccccc12)NC1CCCCC1,-5%,11%,2%,-4.3%,-1.3%,8%,-14%,i,0.1,-3%
CC(C)CC(=O)Nc1cccc(-c2nc3ccccc3[nH]2)c1,-6%,-9%,15%,0.0%,0.4%,-1%,-20%,i,0.2,1%
O=S(=O)(Nc1cc(C(F)(F)F)ccc1N1CCOCC1)c1ccc2ccccc2c1,10%,7%,-15%,13%,1.6%,3%,-1%,i,1.6,7%
O=C(c1cc(COc2c(F)cccc2F)on1)N1CCC(c2ccccc2F)C1 (stereo not drawn),-8%,-54%,3%,0.3%,1.5%,3%,-57%,.,.,6%
Cc1ccc(C)c(OCCCC(=O)Nc2nccs2)c1,0%,-31%,22%,9.2%,-1.8%,-1%,-20%,i,0.4,2%
O=C(Nc1ccccc1)c1ccc(Nc2c([N+](=O)[O-])cc([N+](=O)[O-])c3ccccc23)cc1,5%,-8%,20%,-5.9%,4.3%,12%,8%,i,0.3,-5%
CCNc1nc(Oc2ccc(Cl)cc2Cl)cc(C(F)(F)F)n1,6%,46%,-1%,1.2%,0.3%,-3%,15%,i,0.8,-6%
NC(=O)COc1ccc2oc(=O)cc(-c3cc4ccccc4o3)c2c1,-2%,-11%,-6%,-4.5%,-0.2%,-16%,5%,i,1.2,1%
CC(C)(C)c1csc(NC(=O)Cc2cccs2)n1,-5%,-27%,-28%[20 µM],-0.3%,1.2%,4%,-22%,i,0.6,-5%
COc1ccccc1N1CCN(C(=O)c2cc(N3C(=O)C4C5CCC(C5)C4C3=O)ccc2Cl)CC1 (stereo not drawn),-4%,-20%,9%,-3.0%,-1.7%,-15%,17%,i,0.4,0%
Cc1ccc(S(=O)(=O)c2nnn3c2nc(N2CCOCC2)c2ccccc23)cc1C,-7%,-21%,-5%,1.5%,-0.4%,2%,30%,i,0.0,0%
O=C(Nc1ccn([C@H]2CC[C@@H](CO)O2)c(=O)n1)c1ccccc1,1%,-4%,-23%,-2.9%,0.4%,-9%,13%,i,1.1,2%
Cc1cnc(NCCc2ccccc2)s1,-3%,35%,-30%[20 µM],2.2%,0.2%,0%,-32%,i,0.3,-5%
O=C(c1ccco1)N1CCN(C(=O)C(Cc2ccccc2)NS(=O)(=O)c2cccs2)CC1 (stereo not drawn),-10%,-18%,-23%,5.8%,-1.2%,-1%,6%,i,3.2,1%
CNC(=S)NCc1ccc2[nH]c3c(c2c1)CCCC3,-5%,-12%,28%,-4.9%,-1.5%,-3%,-21%,i,0.5,-6%
COc1ccc(S(=O)(=O)Oc2ccccc2C(=S)N2CCOCC2)cc1,-10%,-28%,16%,-4.0%,-0.8%,12%,2%,i,1.0,10%
Cc1ccc(C(C(=O)NC2CCCC2)N(C(=O)Cc2cccs2)c2ccc3c(c2)OCCO3)cc1 (stereo not drawn),3%,-8%,-7%,7.9%,3.7%,-4%,-18%,i,1.1,-1%
Cc1ccccc1NC(=O)CN1CCC(NC(=O)Nc2ccccc2)CC1,-1%,-40%,35%,-6.2%,-1.3%,-1%,-10%,i,1.8,4%
CC(C)(O)[C@@H]1Cc2c(ccc3ccc(=O)oc23)O1,-17%,-21%,-14%,1.2%,3.3%,-2%,10%,i,1.0,-1%
COc1ccccc1/C=C\C=N\n1c(-c2ccc(Cl)cc2)n[nH]c1=S,4%,12%,-34%,13%,-1.5%,-6%,4%,i,0.4,14%
Cc1ccc2cccc(Oc3ncnc4sc(C)c(C)c34)c2n1,1%,-6%,4%,0.6%,2.8%,11%,17%,i,0.0,3%
CCCCNC(=O)CCn1c(=S)[nH]c2cc3c(cc2c1=O)OCO3,4%,7%,-32%,0.8%,-2.2%,-2%,9%,i,0.8,-4%
CCN(CC)S(=O)(=O)c1ccc(NC(=O)c2cnc(C)cn2)cc1,-9%,-4%,11%[20 µM],-3.1%,-0.5%,-6%,14%,i,0.7,-1%
CC1CN(S(=O)(=O)c2ccc(NC(=O)CCCN3C(=O)c4ccccc4C3=O)cc2)CC(C)O1 (stereo not drawn),-2%,7%,-40%,-1.5%,-0.4%,4%,23%,i,6.6,-2%
Cc1ccccc1N1CCN(C2=NC(=O)/C(=C\c3cccs3)S2)CC1,1%,-19%,-12%,4.3%,-1.8%,-15%,-36%,i,0.5,1%
CCc1c(C)nc(SCC(=O)Nc2nc(-c3ccc(OC)cc3)cs2)[nH]c1=O,-3%,33%,-101%[20 µM],-1.7%,1.6%,3%,35%,i,0.3,5%
Cc1occc1-c1nnc(SCC(=O)NCc2ccc3c(c2)OCO3)n1CC(C)C,-5%,-20%,-16%,5.5%,0.3%,-8%,-2%,i,0.9,6%
CC1(C)CC(NC(=S)NC2CC2)CC(C)(C)N1,-2%,-32%,-2%,-1.7%,-0.8%,-7%,7%,i,0.3,3%
CCOc1ccc(C(=O)C(CN2CCOCC2)c2ccccc2)cc1 (stereo not drawn),4%,-28%,-2%,1.2%,4.4%,10%,-2%,i,1.9,1%
COc1ccccc1CN(CC(=O)NCC1CCCO1)C(=O)CNS(=O)(=O)c1ccc(C)cc1 (stereo not drawn),-6%,-20%,7%,-1.9%,0.5%,3%,11%,i,0.3,-3%
CCCc1cc(=O)oc2cc(C)cc(OCC(=O)NCCCn3ccnc3)c12,-11%,-5%,-16%,-3.1%,0.7%,-8%,10%,i,1.5,13%
Cn1c(COc2ccccc2)nnc1SCC(=O)NNC(=O)C1CCCCC1,1%,-31%,-8%,3.5%,1.1%,-4%,11%,i,0.9,1%
O=C(c1cccc(F)c1)N1CCN(c2cccc(C(F)(F)F)c2)CC1,-2%,-20%,5%,-1.8%,-2.2%,5%,2%,i,0.8,3%
CCOc1ccccc1NC(=S)N1C2CCC1CC(NC(=O)NC13CC4CC(CC(C4)C1)C3)C2 (stereo not drawn),5%,-3%,15%,-1.1%,-2.4%,7%,-31%,i,0.7,0%
Cc1ccc(Sc2cnn(-c3ccccc3)c(=O)c2Cl)cc1,-7%,-1%,15%,-2.7%,1.4%,11%,18%,i,0.9,4%
Cc1ccc(N/N=C2\CCS(=O)(=O)c3sccc32)cc1,8%,-44%,-16%,1.7%,-2.3%,2%,-3%,i,0.6,2%
Cn1c(SCC(=O)NCc2cccs2)nnc1-c1ccc(O)cc1,-6%,-27%,-6%,-6.2%,-1.0%,3%,15%,i,0.0,2%
CC(=O)NC1(c2ccccc2)CCN(c2nc(C)cc(C)n2)CC1,-7%,-1%,-3%,-0.9%,-2.0%,5%,13%,i,0.7,1%
Cc1ccc(C(=O)N2c3ccccc3NC(=O)C2C)cc1 (stereo not drawn),-1%,-14%,-14%,2.2%,-0.9%,9%,12%,i,0.3,-2%

# Two records picked at random from the list so far, as already listed:
SMILES,LYP phosphatase,NOD1 inhibition,KOR beta-arrestin-1,KOR beta-arrestin-2,HIV peptide binding,PhoP inhibition,HEK293 NOD2/NF-kB,Myeloid diff MLP,Myeloid diff MLP GFP+ MAC1+ %,SIAH1 antagonists
Cc1ccc2cccc(Oc3ncnc4sc(C)c(C)c34)c2n1,1%,-6%,4%,0.6%,2.8%,11%,17%,i,0.0,3%
CC1CN(S(=O)(=O)c2ccc(NC(=O)CCCN3C(=O)c4ccccc4C3=O)cc2)CC(C)O1 (stereo not drawn),-2%,7%,-40%,-1.5%,-0.4%,4%,23%,i,6.6,-2%

# The results go on.
SMILES,LYP phosphatase,NOD1 inhibition,KOR beta-arrestin-1,KOR beta-arrestin-2,HIV peptide binding,PhoP inhibition,HEK293 NOD2/NF-kB,Myeloid diff MLP,Myeloid diff MLP GFP+ MAC1+ %,SIAH1 antagonists
CCN(C1CCCCC1)S(=O)(=O)c1ccc(S(=O)(=O)NCCc2ccncc2)cc1,-7%,10%,-2%,-5.8%,-2.6%,2%,12%,i,4.9,-3%
COc1cccc(CC(=O)NCC2(N3CCCCC3)CCCCC2)c1,0%,-18%,22%,-1.4%,2.0%,-3%,7%,i,0.2,-1%
Cc1ccc(C(=O)Nc2c3c(nn2C(C)(C)C)CS(=O)(=O)C3)cc1C,1%,2%,0%,-3.7%,3.2%,-5%,-8%,i,0.0,-1%
CCN(CC)C(=O)Cn1cc(C(=O)C(=O)N(C)C2CCN(C)CC2)c2ccccc21,-10%,-28%,-4%,-0.1%,0.2%,4%,1%,i,2.4,3%
O=C(N/N=C\c1cccc(Cl)c1)c1n[nH]c2c1CCCC2,-6%,-12%,8%,1.0%,1.7%,-8%,-80%,i,1.3,5%
COC(=O)c1ccc(NC(=O)CCS(=O)(=O)c2ccc(Br)cc2)cc1,-6%,-34%,-19%,3.1%,1.0%,3%,0%,i,0.2,49%
CN(C)C(=O)COc1ccc2ccc(=O)oc2c1,-5%,1%,-1%,-2.4%,1.1%,14%,3%,i,0.6,2%
Cn1c2ccccc2c(=O)c2c(=O)n(-c3ccc(F)cc3)c(-c3cccs3)nc21,4%,14%,-38%,3.1%,-2.2%,-12%,-11%,i,0.4,10%
CS(=O)(=O)NNC(=O)Cn1nnc(-c2cc(C(F)(F)F)cc(C(F)(F)F)c2)n1,-2%,1%,17%,-2.9%,-3.1%,-14%,15%,i,0.6,6%
CCOC(=O)c1cc2nc(Nc3ccc(OC)cc3)sc2s1,1%,-36%,28%,0.5%,3.6%,-5%,-25%,+,0.6*,0%
Cc1cccc2cc(C#N)c(N3CCOCC3)nc12,-6%,-17%,-101%[20 µM],6.1%,0.3%,-5%,5%,i,0.9,0%
O=C(NCCCN1CCOCC1)C(=O)NCC1OCCN1S(=O)(=O)c1cc(F)ccc1F (stereo not drawn),-13%,-17%,4%,0.9%,1.9%,-6%,6%,.,.,8%
CN(CCc1ccccn1)Cc1ccc(Cl)cc1,-8%,-19%,-8%,2.8%,1.3%,-3%,-11%,i,0.7,7%
Cc1c(NC(=O)CN2c3ccccc3CC2C)c(=O)n(-c2ccccc2)n1C (stereo not drawn),-2%,-28%,19%,-4.3%,-0.5%,-3%,18%,i,1.3,5%
COCCCn1c(C)nnc1SCC(=O)NNC(=O)COc1ccc(Cl)cc1,-9%,-9%,-21%,-5.5%,-1.5%,4%,7%,i,0.3,-1%
O=C(Nc1cc(Cl)ccc1N1CCOCC1)c1ccc(Br)o1,-6%,2%,8%,6.5%,0.1%,-6%,4%,i,0.6,3%
Cc1c(Cl)cccc1NS(=O)(=O)c1ccc(-c2ccc(=O)[nH]n2)o1,-10%,1%,-10%,1.2%,4.9%,-10%,24%,i,1.0,14%
COc1ccc(-c2csc(NC(=S)NC(=O)/C=C/c3ccco3)n2)cc1Br,-9%,-11%,-64%,-1.8%,3.1%,2%,-72%,.,.,-1%
COc1ccc(CCN2C(=O)C(C)=C(C)C2=O)cc1OC,-3%,-17%,15%,-5.5%,-0.7%,-3%,11%,i,0.3,3%
NC(=O)c1nn(-c2ccccc2)c(=O)cc1O,-6%,-5%,2%,-0.8%,-0.8%,-7%,13%,i,2.3,6%

# Only part of the results is shown, so the mix of outcomes need not match the whole.
